HUVEC inhibit: inhibitors of human endothelial cell proliferation | HUVEC proliferation, CellTiter-Glo luminescence, 72 h; active compounds read low | hit rate 1.1% among 86,000 | viability, % at 10 µM (by protocol);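 active = viability at or below 30%; inactive = viability above 30%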;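 also: 100% = median luminescence of DMSO-only cell control wells on each plate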
ERa coact pot: enhances coactivator binding to human estrogen receptor alpha; P03372; TR-FRET ERalpha-LBD/SRC-Cy5 coactivator binding, 2 h; 100 = basal binding, no effect; coactivator binding (% of control), % at 25.6 µM; hit rate 1.3% among 86,000; AID 639; in the data active = activity above about 200%;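 also: binding measured in presence of low estradiol as agonist stimulus; 0% = peptide alone without receptor and 100% = receptor with peptide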
Fibroblast inh: blocks proliferation of human lung fibroblasts; hit rate 1.1% among 85,000; AID 719; viability, % at 10 µM; LL 47 human lung fibroblast viability, ATP luminescence; active compounds read low;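 active = viability at or below 50% in the single dose screen; inactive = viability above 50%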;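 also: compound exposure lasted 72 h before the ATP readout; 100% = median luminescence of untreated cell-only wells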
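Test system: LL 47 human lung fibroblasts / Quantity: 1,150 cells in each well / Medium: IMEM growth medium with 15% fetal bovine serum / Incubation: 72 h compound exposure at 37 °C after overnight plating / Detection: CellTiter-Glo luminescence measuring cellular ATP / Read-out: % viability versus median cells-only luminescence / Benchmarks: cell-only wells, no compound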
ERb SRC1 inh: blocks coactivator binding to human estrogen receptor beta; Q92731; TR-FRET ER-beta LBD / SRC1-Cy5 peptide binding; receptor agonist-loaded with 1 µM estradiol; hit rate 1.3% among 86,000; inhibition, % at 25.6 µM;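 active = compounds whose percent inhibition of the receptor-coactivator binding signal exceeds about 50% in the single-dose screen, limit read from the data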;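 also: 0% = receptor plus peptide wells without compound and 100% = peptide-only wells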
Target sequence (Q92731 whole entry, looked up, the tested form may be a part): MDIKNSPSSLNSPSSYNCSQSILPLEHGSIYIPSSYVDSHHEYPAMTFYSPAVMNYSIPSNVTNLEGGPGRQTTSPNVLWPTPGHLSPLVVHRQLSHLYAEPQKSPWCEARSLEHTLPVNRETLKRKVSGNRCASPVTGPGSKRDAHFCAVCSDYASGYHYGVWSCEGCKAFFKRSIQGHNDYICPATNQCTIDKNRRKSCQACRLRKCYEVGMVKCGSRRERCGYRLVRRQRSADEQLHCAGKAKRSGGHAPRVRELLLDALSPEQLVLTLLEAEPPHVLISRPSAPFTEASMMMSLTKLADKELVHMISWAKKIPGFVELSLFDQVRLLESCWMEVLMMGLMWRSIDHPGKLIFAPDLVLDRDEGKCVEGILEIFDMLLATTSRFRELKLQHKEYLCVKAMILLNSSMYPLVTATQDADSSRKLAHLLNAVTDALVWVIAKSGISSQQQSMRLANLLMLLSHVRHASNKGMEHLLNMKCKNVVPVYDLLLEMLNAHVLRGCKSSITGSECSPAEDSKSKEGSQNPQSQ
Smad3 FoxH1 inh: inhibitors of human Smad3 transcription factor binding; TR-FRET Smad3/Dy647-FoxH1 peptide binding, europium anti-His; inhibition, % at 25 µM; hit rate 0.29% among 88,000; P84022;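 active = compounds that reduce the energy-transfer binding signal between the protein and its labelled peptide by more than half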;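 also: 0% = Smad3 plus labelled peptide maximal FRET and 100% = peptide-only background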
Target sequence (P84022 whole entry, looked up): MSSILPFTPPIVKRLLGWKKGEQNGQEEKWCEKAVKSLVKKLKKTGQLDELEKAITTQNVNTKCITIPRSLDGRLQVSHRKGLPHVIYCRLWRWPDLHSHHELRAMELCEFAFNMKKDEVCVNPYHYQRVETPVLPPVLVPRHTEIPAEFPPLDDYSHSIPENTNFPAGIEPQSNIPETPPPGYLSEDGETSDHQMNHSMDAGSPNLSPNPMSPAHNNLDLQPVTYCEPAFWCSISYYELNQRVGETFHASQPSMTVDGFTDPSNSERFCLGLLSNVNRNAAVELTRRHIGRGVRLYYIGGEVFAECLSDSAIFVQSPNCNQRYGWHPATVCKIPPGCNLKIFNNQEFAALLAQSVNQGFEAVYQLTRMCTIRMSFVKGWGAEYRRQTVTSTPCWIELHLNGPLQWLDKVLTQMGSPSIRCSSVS
sEH activator: increases human soluble epoxide hydrolase activity. P34913. purified human sEH enzymatic activity, activator screen. activation, % at 2 µM. hit rate 0.04% among 91,000. AID 717; in the data active = activation above about 37%; also: values of inactives mirror those of a sister screen read the other way
ERa coact inh: ER-alpha (human) coactivator binding inhibition; TR-FRET ER-alpha LBD / SRC-1 peptide, estradiol-bound; inhibition, % at 25.6 µM; hit rate 1.7% among 86,000; P03372; in the data active = inhibition above about 50%;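 also: 0% = receptor plus peptide control and 100% = peptide only without receptor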
Calb biofilm kill: kills Candida albicans biofilms. C. albicans biofilm + clotrimazole, Alamar Blue. inhibition, % at 6 µM. hit rate 0.14% among 85,000;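 active = inhibition above 20%; inactive = inhibition below 20%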;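 also: preformed 24 hr biofilms exposed to compound for 48 hr; 0% = biofilm without compound and 100% = blank killed by clotrimazole plus chlorhexidine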
H69AR growth 86K: blocks growth of human H69AR lung tumor cells; H69AR lung tumor viability, ATP luminescence, 72 h; active compounds read low; viability, % at 10 µM; hit rate 6% among 85,000;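 active = viability at or below 40%; inactive = viability above 40%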;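 also: multidrug resistant small cell line overexpressing MRP-1 efflux transporter; 100% = mean luminescence of untreated control wells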
Active calls of the source: *; . = not tested or not shown; [ ] = dose if it differs, or a comment. The list is partial. The share of hits here may be higher or lower than overall.

1. CCOC(=O)c1csc(NC(=O)CSc2nnnn2-c2ccc3c(c2)OCCO3)n1
2. Cc1csc(SCC(=O)Nc2cc(C(C)(C)C)nn2-c2ccccc2)n1
3. CCCCn1c(=N)n(CC(O)COc2cccc(C)c2)c2ccccc21 (stereo not drawn)
4. c1ccc(Cn2ncc3c2ncn2c(-c4ccncc4)nnc32)cc1
5. O=C(c1cc(F)c(F)cc1Cl)N1CCCCC1
6. Cn1c(=O)n(Cc2ccccc2)c(=O)c2c1nc1n2CCS1
7. Cc1occc1C(=O)NCCCc1ccccc1
8. COc1cc(C(=O)NCCc2cn3ccc(C)cc3n2)cc(OC)c1OC
assay / compound,1,2,3,4,5,6,7,8
HUVEC inhibit,86,80,87,101,87,94,108,74
ERa coact pot,137,118,109,110,96[fluorescence artefact?],114,103[fluorescence artefact?],113[fluorescence artefact?]
Fibroblast inh,97,88,70,102,106,92,105,96
ERb SRC1 inh,-16,21,-2[fluorescence artefact?],-5,-4,-12,58*,-8
Smad3 FoxH1 inh,-8,11,6,-6,-14,-1,2,2
sEH activator,3,.,-4,.,-1,11,-12,-8
ERa coact inh,-14,-4,12[fluorescence artefact?],-7,3[fluorescence artefact?],-10,4[fluorescence artefact?],-8
Calb biofilm kill,-2,4,-1,9,0,-2,4,6
H69AR growth 86K,94,93,1.6*,95,92,89,102,87

9. O=C(c1ccccc1-c1ccccc1)N1CCN(c2ccccn2)CC1
10. COc1cccc(CNc2ccc(F)c(Cl)c2)c1OC
11. CCCn1c(=O)c(C(=O)NCc2cccnc2)c(O)c2ccccc21
12. Cc1ccc(NC(=O)CN(C)C(=O)CSc2nc3ccccc3o2)cc1
13. COc1ccc(C(=O)OCCN2CCOCC2)cc1OC
14. Cc1nc(C)n(C(C)CC(=O)O)n1 (stereo not drawn)
15. CC(C)c1ccc(CN2CC(C(=O)O)CC2=O)cc1 (stereo not drawn)
16. CCC(=O)Nn1c(C)nnc1C
assay / compound,9,10,11,12,13,14,15,16
HUVEC inhibit,56,105,124,97,84,94,106,98
ERa coact pot,105,89,109,82,118,121,93,117
Fibroblast inh,53,97,100,94,101,101,106,90
ERb SRC1 inh,-10[fluorescence artefact?],-3,9[fluorescence artefact?],-3,5[fluorescence artefact?],-7,-3,2
Smad3 FoxH1 inh,17,15,-2,3,1,6,2,1
sEH activator,-4,0,-2,2,.,.,9,1
ERa coact inh,-33,-4,5,-9,6,-5,-2,7
Calb biofilm kill,7,7,-2,7,3,0,6,4
H69AR growth 86K,19*,103,90,97,93,90,109,99

17. COc1cccc(NC(=O)n2nc(N)cc2-c2ccc(Cl)cc2)c1
18. CC1CCC2(CC1)NC(=O)N(Cc1nc(-c3ccccc3)no1)C2=O (stereo not drawn)
19. Cc1ccc2c(c1)N(CC(=O)N1CCCCCC1)C(=O)CO2
20. CCNC(=O)CN(c1ccc(C)cc1)S(=O)(=O)c1ccccc1
21. CCC(Sc1nncn1C)C(=O)Nc1nnc(-c2ccc(Cl)cc2)s1 (stereo not drawn)
22. O=C(NC1CCCCC1)c1ccc(Cn2cc(Br)cn2)o1
23. Cc1cnc(C(=O)OCC(=O)NCCc2ccccc2)cn1
24. CC1(C)C(c2cccs2)=[N+]([O-])C2(CCCCC/C2=N\NC(N)=O)N1O (stereo not drawn)
assay / compound,17,18,19,20,21,22,23,24
HUVEC inhibit,71,98,100,98,114,90,86,92
ERa coact pot,87,95,106,108,77[fluorescence artefact?],111[fluorescence artefact?],92,112
Fibroblast inh,91,94,95,105,105,.,97,100
ERb SRC1 inh,13[fluorescence artefact?],-8,3,1,2,-1,-2,0
Smad3 FoxH1 inh,-4,-4,-3,18,-1,5,8,-4
sEH activator,.,-7,-9,-8,-2,-45,-19,3
ERa coact inh,3,0,-1,3,19,0,-11,-4
Calb biofilm kill,14,4,12,4,1,6,-2,-2
H69AR growth 86K,48,102,91,88,109,93,96,100

Copied from the list.
Result for compound 21 in ERb SRC1 inh: 2
Result for compound 17 in HUVEC inhibit: 71
Result for compound 18 in sEH activator: -7
Result for compound 22 in Smad3 FoxH1 inh: 5

Carrying on.
25. CCCNC(=O)c1cc(SC)ccc1Cl
26. Cc1ccc(C)c(NC(=O)CN(C)S(=O)(=O)c2ccc(F)cc2)c1
27. O=c1c2ccccc2nnn1CSc1nnc(Nc2ccccc2)s1
28. COC(=O)c1ccc(NC(=O)CN2CCN(c3ccccc3C)CC2)cc1
29. Cc1ccnc(SCCn2c(N3CCC(C)CC3)nc3c2c(=O)n(C)c(=O)n3C)n1
30. CC1CCCCC12NC(=O)N(Cn1nnc3ccccc3c1=O)C2=O (stereo not drawn)
31. CN(C(=O)c1ccncc1)C1CC(C)(C)N(O)C(C)(C)C1
32. Cn1c(SCCC(=O)O)nnc1-c1ccncc1
assay / compound,25,26,27,28,29,30,31,32
HUVEC inhibit,92,97,107,100,93,90,86,90
ERa coact pot,105,106,90,94,102,85,92,88[fluorescence artefact?]
Fibroblast inh,94,90,115,95,99,98,91,103
ERb SRC1 inh,-5,-6,5,-5,-1,13,1,3
Smad3 FoxH1 inh,-2,2,-12,6,16,10[fluorescence artefact?],-3,20[fluorescence artefact?]
sEH activator,0,14,-16,-8,-3,0,-7,2
ERa coact inh,-15,-3,0,-6,-12,-1,-1,-7
Calb biofilm kill,7,-1,5,3,2,6,10,-1
H69AR growth 86K,98,107,96,104,77,84,98,62

33. COc1ccc(C2C3=C(CC(C)(C)CC3=O)Nc3c2c(=O)[nH]c(=O)n3Cc2ccccc2)cc1OC (stereo not drawn)
34. COc1nc(C#N)c(N2CCOCC2)o1
35. CCCCn1nc(CC(=O)O)c2ccccc2c1=O
36. CCCCCCOc1ccc(OCC(O)CN2C(=O)NC(C)(C)C2=O)cc1 (stereo not drawn)
37. NC(=O)c1cccc(S(=O)(=O)N2CC(c3ccccc3)CC2=O)c1 (stereo not drawn)
38. Cc1occc1C(=O)Nc1nn[nH]n1
39. COc1ccccc1Nc1nc(N)nc(CN2CCOCC2)n1
40. Cn1c(C(=O)O)c(CC(=O)N2CCC(Cc3ccccc3)CC2)c2ccccc21
assay / compound,33,34,35,36,37,38,39,40
HUVEC inhibit,89,96,96,81,108,98,106,90
ERa coact pot,112,113,113,111,98,105,116,.
Fibroblast inh,95,89,93,110,99,109,96,99
ERb SRC1 inh,-6,-4,-10,-3,-5,-1,7,.
Smad3 FoxH1 inh,-12,6,1,6[fluorescence artefact?],2,-9,-1,.
sEH activator,-1,12,.,-6,3,-3,.,.
ERa coact inh,-4,-5,-5,4[fluorescence artefact?],5,4[fluorescence artefact?],0,.
Calb biofilm kill,-1,-2,4,4,13,8,10,-2
H69AR growth 86K,76,104,101,95,95,96,62,97

Compounds from the list above containing two or more sulfur atoms, in the order listed:
1. CCOC(=O)c1csc(NC(=O)CSc2nnnn2-c2ccc3c(c2)OCCO3)n1
2. Cc1csc(SCC(=O)Nc2cc(C(C)(C)C)nn2-c2ccccc2)n1
21. CCC(Sc1nncn1C)C(=O)Nc1nnc(-c2ccc(Cl)cc2)s1 (stereo not drawn)
27. O=c1c2ccccc2nnn1CSc1nnc(Nc2ccccc2)s1
assay / compound,1,2,21,27
HUVEC inhibit,86,80,114,107
ERa coact pot,137,118,77[fluorescence artefact?],90
Fibroblast inh,97,88,105,115
ERb SRC1 inh,-16,21,2,5
Smad3 FoxH1 inh,-8,11,-1,-12
sEH activator,3,.,-2,-16
ERa coact inh,-14,-4,19,0
Calb biofilm kill,-2,4,1,5
H69AR growth 86K,94,93,109,96

Whole records from above. Screens in order: HUVEC inhibit	ERa coact pot	Fibroblast inh	ERb SRC1 inh	Smad3 FoxH1 inh	sEH activator	ERa coact inh	Calb biofilm kill	H69AR growth 86K
Cn1c(C(=O)O)c(CC(=O)N2CCC(Cc3ccccc3)CC2)c2ccccc21 is listed with 90	.	99	.	.	.	.	-2	97
CCCCn1nc(CC(=O)O)c2ccccc2c1=O is listed with 96	113	93	-10	1	.	-5	4	101
Cc1occc1C(=O)Nc1nn[nH]n1 is listed with 98	105	109	-1	-9	-3	4[fluorescence artefact?]	8	96

New compounds follow.
41. COc1ccc(C)cc1NC(=O)C1CCCN1S(=O)(=O)c1ccc2c(c1)CCC(=O)N2 (stereo not drawn)
42. c1ccc(CN2C3=NCCCN3c3ccccc32)cc1
43. COc1cccc(C2=NOC(C(=O)NCc3ccccc3)C2)c1 (stereo not drawn)
44. CC(C)CCn1c(-c2nonc2N)nc2ccccc21
45. Cn1c(SCc2ccc(F)cc2)nnc1-c1cccs1
46. Cc1cccc(NC(=O)C2CCN(S(=O)(=O)c3cccs3)CC2)n1
47. COc1cc(C(=O)Oc2c(CN3CCOCC3)cc(Cl)c3cccnc23)cc(OC)c1OC
48. O=C(Nc1ccccc1C(=O)N1CCOCC1)c1ccncc1
assay / compound,41,42,43,44,45,46,47,48
HUVEC inhibit,88,96,63,70,96,88,82,83
ERa coact pot,123,106,129,88,100,113,218*,125
Fibroblast inh,100,99,97,81,100,88,4.7*,.
ERb SRC1 inh,-8,-14,-7,-2,7,12,5,1
Smad3 FoxH1 inh,4,-6,-1,8,-2,-3,10,-3
sEH activator,17,4,-1,-4,14,4,.,0
ERa coact inh,1,-4,-9,-10,8[fluorescence artefact?],-11,-10[fluorescence artefact?],-2
Calb biofilm kill,5,12,3,9,9,3,-5,5
H69AR growth 86K,86,88,26*,11*,98,99,2.1*,94

49. COc1ccccc1NC(=O)CNC(=O)c1ccc(F)cc1
50. CCCCN(C)C(=O)CSc1nc(NCc2ccc(OC)cc2)c2ccccc2n1
51. COC(=O)c1cc(OC)ccc1-c1ccc(OC)cc1
52. CCOC(=O)C1=C(N)N(c2ccc(N3CCCCC3)cc2)C(=O)C1
53. Cc1ccc2[nH]c(C)c(CC(=O)O)c2c1
54. CCOc1cccc(-c2nn3c(-c4ccccn4)nnc3s2)c1
55. Cc1ccc(C)c(-n2c(SCC(N)=O)nnc2-c2ccccn2)c1
56. COc1cccc(C2C3(C#N)C(N)=NC(OC)(OC)C23C#N)c1 (stereo not drawn)
assay / compound,49,50,51,52,53,54,55,56
HUVEC inhibit,95,87,68,95,82,85,88,100
ERa coact pot,114,73,117,123,107[fluorescence artefact?],121,111,101
Fibroblast inh,94,92,90,126,100,92,93,93
ERb SRC1 inh,-11,7,-1,-6[fluorescence artefact?],-18[fluorescence artefact?],-5,1,25
Smad3 FoxH1 inh,10,-6,4,6,8,2,-5,8
sEH activator,2,2,-7,6,5,.,8,0
ERa coact inh,-16,4,-3,7[fluorescence artefact?],0,2,-4[fluorescence artefact?],-2
Calb biofilm kill,-6,7,3,-4,5,3,-3,7
H69AR growth 86K,79,76,29*,76,74,58,80,79

57. CCN(CC)S(=O)(=O)c1ccc2c(c1)c(=O)c(C(=O)NCCOC)cn2C
58. CCNc1nc(NC(C)C)nc(NS(=O)(=O)c2ccc(Cl)cc2)n1
59. Cc1coc(C)c1C(=O)CC1(O)C(=O)N(CCc2ccccc2)c2ccccc21 (stereo not drawn)
60. c1ccc2c(c1)nnn2Cc1nnc2sc(-c3ccc4c(c3)OCCO4)nn12
assay / compound,57,58,59,60
HUVEC inhibit,83,91,101,66
ERa coact pot,106,84,94,79[fluorescence artefact?]
Fibroblast inh,100,93,98,90
ERb SRC1 inh,0,-3,-7,8[fluorescence artefact?]
Smad3 FoxH1 inh,6,2,-3,13
sEH activator,-6,3,0,0
ERa coact inh,2,-19[fluorescence artefact?],2,12
Calb biofilm kill,7,7,-3,-1
H69AR growth 86K,96,100,107,64

From PubChem BioAssay
